# Source: PubChem (Southern Research Specialized Biocontainment Screening Center)
# H1N1 NS1A inhibition: NS1A inhibition, H1N1 influenza, cell based functional assay (AID 504329). NS1A functional cell-based assay, percent inhibition; higher % means a stronger effect. inhibition, % at 12.5 µM; hits with a dose series show IC50 in µM. actives 0.3% (n = 340,000); in the data active means a potency from the dose series; inconclusive means inhibition above about 27% without an active follow-up result; further: strong numbers were not always called active
# VEEV TC-83 Vero: inhibitors of VEEV TC-83 cytopathic effect, confirmation, Vero cells (AID 588727) | Vero cells, VEEV TC-83 cytopathic effect inhibition; higher % means a stronger effect | inhibition, % at 20 µM, or IC50 in µM where a hit was titrated | actives 0.13% (n = 350,000); in the data active means a potency from the dose series; inconclusive means inhibition mostly from about 14% at the one dose, without a potency; inactive means the rest, 99 in 100 with inhibition below about 12%; further: strong numbers were not always called active
# tuberculosis growth: growth inhibition of non-replicating M. tuberculosis (AID 488890); one-dose inhibition, % at 25 µM; IC50 in µM for titrated hits; actives 0.39% (n = 320,000); Mycobacterium tuberculosis non-replicating, growth inhibition; higher % means a stronger effect; in the data active means a potency from the dose series; inconclusive means inhibition mostly from about 82% at the one dose, without a potency; inactive means the rest, 99 in 100 with inhibition below about 76%;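 further: plate controls were DMSO cells for no effect and high antibiotic wells for full effect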
# H37Rv inhibition: M. tuberculosis growth inhibition, HTS (AID 449762); M. tuberculosis H37Rv growth inhibition, 7H9 media; higher % means a stronger effect; one-dose inhibition, % at 25 µM; IC50 in µM for titrated hits; actives 0.59% (n = 330,000); in the data active means a potency from the dose series; inconclusive means inhibition above about 70% without an active follow-up result;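 further: bacterial growth assessed after seven days of incubation; strong numbers were not always called active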
# Salmonella PhoP GFP: PhoP regulon inhibitors, Salmonella typhi PhoP promoter GFP reporter, confirmatory (AID 1850) | Salmonella Typhi PhoP-promoter GFP reporter, fluorescence, 4 h; higher % means a stronger effect | inhibition, % at 50 µM; hits with a dose series show IC50 in µM | actives 0.33% (n = 310,000); in the data active means a potency from the dose series; inconclusive means inhibition mostly from about 25% at the one dose, without a potency; inactive means the rest, 99 in 100 with inhibition below about 19%;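 further: 0% = induced wells with vehicle and 100% = uninduced wells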
# VEEV TC-83 Vero 10K pilot screen: second read-out of VEEV TC-83 Vero, no call of its own (marks repeat the call); inhibition, %; measured here: 10K pilot screen inhibition
# Starred values were filed as active, the others as inactive; i = inactive; ? = inconclusive; nt = not tested or not shown.
SMILES,H1N1 NS1A inhibition,VEEV TC-83 Vero,tuberculosis growth,H37Rv inhibition,Salmonella PhoP GFP,others
Nc1nc(SCc2cccnc2)c2ncn(C3OC(CO)C(O)C3O)c2n1 (stereo not drawn),-5%,10%,nt,nt,nt,
CCCC(C)NC(=O)c1cc(C(=O)OC)cc([N+](=O)[O-])c1 (stereo not drawn),9%,i,2%,2%,2%,
CSc1c(C#N)sc(=S)n1-c1ccc(C)cc1,-2%,0.6%,2%,10%,4%,
CC(OC(=O)c1ccccc1Br)C(=O)Nc1nc(-c2cccc([N+](=O)[O-])c2)cs1 (stereo not drawn),-6%,1.2%,19%,-6%,-10%,
COc1ccc(CCNc2ncnc3[nH]ncc23)cc1OC,12%,7.1%,-7%,1%,-4%,
c1csc(C(c2nnnn2C2CCCC2)N2CCOCC2)c1 (stereo not drawn),6%,0.2%,8%,-2%,0%,VEEV TC-83 Vero 10K pilot screen=0.6
COc1ccc(-n2c(SCC#N)nnc2-c2cccnc2)cc1,1%,5.5%,10%,7%,-11%,
CN(CCNC(=O)C1CCC(=O)N(Cc2ccc(Cl)cc2)C1)CCc1ccccc1 (stereo not drawn),8%,0.8%,14%,1%,7%,
CC(C)C(=O)Nc1cccc(COc2ccc(CN(CCc3ccccc3)C(=O)OC(C)(C)C)cc2)c1,-4%,0.8%,nt,nt,nt,
O=C(c1cccc(Br)c1)N1CCCC1,4%,1.5%,62%,-6%,-4%,
CC(C)c1ccc(Nc2nc(Cl)nc(NCc3ccco3)n2)cc1,-5%,0.4%,10%,13%,-10%,
CC(C)OCCCNc1nc(Cl)nc2c1cnn2C,2%,1.0%,nt,nt,nt,
Nc1ncnc(Oc2ccccc2F)c1[N+](=O)[O-],-1%,1.1%,13%,7%,-11%,
Cc1cccc(Nc2ccccc2)c1,-19%,1.5%,-9%,-12%,-8%,
N#Cc1c(-c2ccc(F)cc2)c2c([nH]c1=O)-c1ccccc1OC2,-19%,1.2%,5%,0%,11%,

# Brought forward from above: two compounds, followed by the next part.
SMILES,H1N1 NS1A inhibition,VEEV TC-83 Vero,tuberculosis growth,H37Rv inhibition,Salmonella PhoP GFP,others
Cc1cccc(Nc2ccccc2)c1,-19%,1.5%,-9%,-12%,-8%,
N#Cc1c(-c2ccc(F)cc2)c2c([nH]c1=O)-c1ccccc1OC2,-19%,1.2%,5%,0%,11%,
COc1ccccc1C1CCN(Cc2ccccc2Cl)CC1,-3%,i,9%,10%,1%,
O=C(CC1SC(=O)NC1=O)Nc1ccc(Cl)cc1 (stereo not drawn),-9%,1.2%,-12%,2%,-4%,
Cc1ccc(N=C2NC(=O)C(CO)(CO)S2)cc1,-4%,i,13%,7%,-3%,
CC1Cc2cc(/C(O)=C3/C(=O)C(=O)N(CCCn4ccnc4)C3c3cccc([N+](=O)[O-])c3)ccc2O1 (stereo not drawn),9%,2.4%,-11%,7%,-4%,
COc1cc(C(=O)Nc2cccc(C)c2C)c(Br)c(OC)c1OC,-11%,i,19%,4%,3%,
COc1ccccc1NS(=O)(=O)c1cccc(C(=O)NCC(c2cccs2)N(C)C)c1 (stereo not drawn),-12%,0.9%,nt,nt,nt,
CC(C)CCN(CCC(C)C)C(=O)Cc1c(O)c2ccccc2[nH]c1=O,0%,4.0%,7%,3%,6%,
CCCCn1nnc(NC(=O)c2ccco2)n1,-14%,1.1%,16%,-5%,-9%,
CCOC(=O)C1=C(CN2CCN(C(=O)c3ccco3)CC2)NC(=O)NC1c1ccc(Cl)cc1 (stereo not drawn),5%,i,17%,5%,4%,
Nc1cc(C(=O)c2ccccc2)ccc1[N+](=O)[O-],-5%,1.9%,-15%,-6%,-2%,
COc1ccc(CN2CC(C(=O)NCCCOC(C)C)CC2=O)cc1 (stereo not drawn),-14%,2.1%,1%,4%,-25%,
CC(=O)Nc1cnn(Cc2ccc(Br)cc2)c1,8%,0.4%,5%,4%,-1%,
CCOC(=O)N1CCC(N2C(=O)c3ccc(C(=O)NCc4ccco4)cc3C2=O)CC1,8%,0.4%,-8%,-9%,-8%,VEEV TC-83 Vero 10K pilot screen=0.3
COc1ccc(/C=C/C(=O)O)cc1COc1cccc(C)c1,6%,i,68%,2%,1%,
COc1cc(OC)cc(C(=O)NC2CC3CCC(C2)N3Cc2ccco2)c1 (stereo not drawn),12%,0.4%,nt,nt,nt,
Cc1ccc(-c2csc(SCC(=O)c3c(N)n(C4CC4)c(=O)[nH]c3=O)n2)cc1,-5%,1.7%,nt,nt,nt,
CC1=C(C(=O)OCCC(C)C)C(c2ccc3c(c2)OCO3)NC(=O)N1 (stereo not drawn),-4%,i,3%,0%,1%,
COc1ccc(NC(=O)/C(=C\c2ccncc2)NC(=O)c2ccccc2)cc1,-10%,4.3%,8%,-3%,-13%,
Cc1ccc(SCC2=NNC(=O)C2)cc1,2%,i,10%,-6%,20%,
CCOC(=O)c1cc(C#N)c(Nc2ccccc2OC)nc1C(F)(F)F,-7%,0.0%,-7%,-4%,0%,
O=C(O)CCc1ccc(-c2ccccc2)n1NC(=O)c1cccs1,4%,0.2%,-27%,-4%,3%,
CCCN(CCC)CCNc1c(N2CCN(C(=O)OCC)CC2)c(=O)c1=O,4%,3.1%,nt,nt,3%,
O=C(c1ccc(F)cc1)C1CCN(C(=O)Nc2ccc(F)cc2F)CC1,8%,8.0%,-6%,0%,5%,
O=C(NOC(=O)c1ccccc1Cl)c1cccs1,4%,i,-2%,8%,5%,
COc1ccc(NC(=O)CC(C(=O)O)N2CCCCC2)cc1 (stereo not drawn),-7%,i,5%,-2%,-13%,
COc1ccc(OC)c(NC(=O)CN2c3cccc4cccc(c34)S2(=O)=O)c1,-3%,2.0%,10%,-4%,nt,
CCN1CCN(c2ccc(NC(=O)c3cc(OC)c(OC)c(OC)c3)cc2)CC1,0%,0.5%,4%,-8%,0%,
Cc1ccc(NS(=O)(=O)c2ccc(N3C(=O)CCC3=O)cc2)cc1,7%,0.6%,-2%,-5%,2%,VEEV TC-83 Vero 10K pilot screen=1.1
COc1ccc(-c2cc(C(=O)Nc3cccnc3Cl)no2)cc1,-7%,1.5%,42%,17%,-7%,
Cc1cc(C)n(CC(O)COc2ccc(C(C)(C)C)cc2)n1 (stereo not drawn),-2%,2.1%,3%,20%,5%,

# Compounds shown so far that have a furan ring, fused or not, in the order listed:
SMILES,H1N1 NS1A inhibition,VEEV TC-83 Vero,tuberculosis growth,H37Rv inhibition,Salmonella PhoP GFP,others
CC(C)c1ccc(Nc2nc(Cl)nc(NCc3ccco3)n2)cc1,-5%,0.4%,10%,13%,-10%,
CCCCn1nnc(NC(=O)c2ccco2)n1,-14%,1.1%,16%,-5%,-9%,
CCOC(=O)C1=C(CN2CCN(C(=O)c3ccco3)CC2)NC(=O)NC1c1ccc(Cl)cc1 (stereo not drawn),5%,i,17%,5%,4%,
CCOC(=O)N1CCC(N2C(=O)c3ccc(C(=O)NCc4ccco4)cc3C2=O)CC1,8%,0.4%,-8%,-9%,-8%,VEEV TC-83 Vero 10K pilot screen=0.3
COc1cc(OC)cc(C(=O)NC2CC3CCC(C2)N3Cc2ccco2)c1 (stereo not drawn),12%,0.4%,nt,nt,nt,

# Next part:
SMILES,H1N1 NS1A inhibition,VEEV TC-83 Vero,tuberculosis growth,H37Rv inhibition,Salmonella PhoP GFP,others
O=C(Nc1ccc2oc(-c3cccnc3)nc2c1)c1cccnc1,-3%,2.6%,-5%,7%,-9%,
Cc1nn(-c2ccc(Cl)cc2)c2[nH]c(CCl)cc(=O)c12,-3%,0.7%,?,6%,-6%,
COc1ccc(/C=C/C(=O)OCC(=O)NCc2cccs2)cc1OC,18%,i,21%,15%,2%,
CC[C@H]1c2[nH]c3ccccc3c2C[C@H]2C(=O)N(c3ccc(F)cc3)C(=O)N21,-5%,8.6%,-4%,-9%,9%,
CCOc1ccc(C2/C(=C(\O)c3ccc4c(c3)OCCO4)C(=O)C(=O)N2CCCN2CCOCC2)cc1OC (stereo not drawn),8%,i,-4%,-4%,3%,
COc1ccccc1NC(=O)CSc1nc2sc3c(c2c(=O)n1-c1ccccc1)CCN(C)C3,3%,4.7%,?,45%,-7%,
COc1ccc(OCc2cc(C(=O)NC(C)Cc3cccnc3)no2)c(Cl)c1 (stereo not drawn),-4%,1.7%,63%,48%,7%,
CN(c1ccc(O)cc1)c1nc(-c2cccnc2)cs1,6%,4.9%,32%,8%,-4%,
NC(=O)CN1C2CCC1CC(NC(=O)C1CC1)C2 (stereo not drawn),-2%,0.2%,0%,4%,0%,
O=C(CC12CC3CC(CC(C3)C1)C2)N1CCOCC1,-5%,0.0%,19%,-5%,-2%,
COc1cccc(CN2CCNC(=O)C2CC(=O)NCCn2nc(C)cc2C)c1OC (stereo not drawn),-12%,0.4%,5%,-7%,2%,
Fc1ccc(OCc2nn3cnnc3s2)cc1,5%,1.2%,14%,2%,-2%,VEEV TC-83 Vero 10K pilot screen=1.1
Cc1c(NS(=O)(=O)c2cccc(C(=O)OCC(=O)N(C)C3CCCCC3)c2)c(=O)n(-c2ccccc2)n1C,9%,0.3%,5%,-13%,-1%,
Cc1cc(C)cc(C(=O)NC(CC(N)=O)c2ccc(N3CCC(N4CCCCC4)CC3)c([N+](=O)[O-])c2)c1 (stereo not drawn),1%,i,13%,7%,-9%,
Cc1ccc2c(c1)cc(CN(CCc1ccccc1)C(=O)N1CCOCC1)c1nnnn12,-5%,6.6%,25%,0%,0%,VEEV TC-83 Vero 10K pilot screen=4.9
Cc1ccc(C)c(N2CCN(C(=O)c3ccc(CS(=O)(=O)c4ccccc4C)o3)CC2)c1,-3%,i,-3%,-33%,-5%,
CC(NC(=S)Nc1ccc(OC(F)F)c(Cl)c1)C(C)(C)C (stereo not drawn),3%,3.5%,78%,?,6%,
CCCn1c(SCC(=O)c2ccc3c(c2)OCCO3)n[nH]c1=O,-8%,3.1%,9%,-4%,7%,
Cc1ccccc1C(=O)Nc1ccc(Br)cn1,-5%,0.2%,40%,2%,-20%,
Cc1ccc(-n2c(=O)c3sccc3n(Cc3cc(=O)n4ccccc4n3)c2=O)cc1F,nt,nt,-28%,15%,-11%,
Cc1ccc2nc(SCC(=O)c3c(N)n(C4CC4)c(=O)[nH]c3=O)[nH]c2c1,-6%,4.0%,nt,nt,nt,
COc1ccc(-c2c(C(F)(F)F)[nH]n3c(=O)cc(-c4ccccc4)nc23)cc1,-44%,i,37%,-1%,-3%,
Cc1ccccc1CN1CCC(n2nccc2NC(=O)CCCc2ccccc2)CC1,-2%,i,13%,-5%,-24%,
CN(C)S(=O)(=O)Oc1ccc(Cl)cc1C(=O)Nc1cccc(C(F)(F)F)c1,-1%,1.5%,-5%,-9%,-7%,
Cc1ccc(S(=O)(=O)N2CCC(=O)N(CCOCc3ccc(Cl)cc3)CC2)cc1,1%,i,2%,4%,15%,VEEV TC-83 Vero 10K pilot screen=0.6
O=C(N/N=C/c1ccc(Br)s1)Nc1ccccc1,-2%,2.3%,18%,2%,-9%,
O=C(CN(C(=O)Cn1nnc(-c2cccs2)n1)c1ccc2c(c1)OCCO2)NC1CCCCC1,6%,i,29%,8%,5%,
S=C(Nc1cccnc1)Nc1cccc2cnccc12,1%,5.8%,4%,-7%,6%,
Cc1ccc(NC2=C(Cl)C(=O)N(C3CCCCC3)C2=O)cc1,-6%,0.2%,3%,-3%,-3%,
Nc1cc(N)nc(SCC(=O)c2ccccc2)n1,12%,5.7%,1%,-1%,-2%,
Cc1csc(SCC(=O)c2cc(C)n(Cc3cccs3)c2C)n1,7%,2.6%,32%,-9%,7%,
C=CCN=C1SC(CC)C(=O)N1S(=O)(=O)c1ccc(C)cc1 (stereo not drawn),4%,1.1%,85%,-7%,5%,
CCN(CC(=O)Nc1c(F)cccc1F)C(=O)Cc1ccc(OC)c(S(=O)(=O)N2CCOCC2)c1,-2%,1.1%,-6%,-3%,2%,
CCN1CCN(C(c2cccs2)C(C)NC(=O)NC2CCCCC2)CC1 (stereo not drawn),-5%,1.4%,-5%,-10%,-2%,
COCCCNc1nc2ccccc2nc1NS(=O)(=O)c1ccc(C)cc1C,-18%,0.7%,17%,3%,3%,
O=C(NC(=S)N1CCN(c2ccccc2)CC1)c1ccc(S(=O)(=O)N2CCOCC2)cc1,0%,1.9%,-17%,-11%,3%,
O=C(NC(C(=O)N/N=C/c1ccccc1)c1n[nH]c(=O)c2ccccc12)c1ccccc1 (stereo not drawn),-5%,9.7%,7%,3%,16%,
CCCn1cnc2scc(-c3ccc(C)cc3)c2c1=O,12%,i,24%,10%,-35%,
O=C(CCSc1ccccc1)N1CCN(c2ccccc2)CC1,5%,i,nt,2%,-3%,
O=C(O)c1cccc(NC(=S)NC(=O)c2cccc(OCc3ccccc3)c2)c1,-4%,0.7%,45%,2%,-5%,
